Fam108B inh: blocks mouse Fam108B hydrolase in RBBP9 counter-screen | recombinant Fam108B, FP-Rh probe fluorescence polarization | inhibition, % at 9.51 µM | 300,000 tested, 0.33% active;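 active = inhibition above the screen mean inhibition plus 3 SD, computed separately per campaign, cut at about 18% in these data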;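 note: inhibitors lower polarization as less probe binds the enzyme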
LYPLA1 inh: blocks human lysophospholipase 1, a PME1 counter-screen; O75608; recombinant LYPLA1, FP-Rh probe fluorescence polarization; inhibition, % at 5.9 µM; 320,000 tested, 0.16% active;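 active = inhibition above the mean of all tested compounds plus 3 SD, set per campaign, cut at about 14% in these data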;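 note: inhibitors block serine hydrolase probe labeling of LYPLA1 so polarization falls; 0% = enzyme with DMSO and 100% = wells lacking LYPLA1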
GSTO1 inh: GSTO1 inhibition, counter-screen for RBBP9 inhibitors; P78417; recombinant GSTO1, activity-based probe fluorescence polarization; inhibition, % at 5.96 µM; 300,000 tested, 1.1% active; AID 1974;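 active = inhibition above the campaign mean inhibition plus 3 SD, cut at about 35% in these data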;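 note: 0% = GSTO1-1 with DMSO and 100% = wells lacking GSTO1-1 enzyme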
Target sequence (P78417 whole entry, looked up): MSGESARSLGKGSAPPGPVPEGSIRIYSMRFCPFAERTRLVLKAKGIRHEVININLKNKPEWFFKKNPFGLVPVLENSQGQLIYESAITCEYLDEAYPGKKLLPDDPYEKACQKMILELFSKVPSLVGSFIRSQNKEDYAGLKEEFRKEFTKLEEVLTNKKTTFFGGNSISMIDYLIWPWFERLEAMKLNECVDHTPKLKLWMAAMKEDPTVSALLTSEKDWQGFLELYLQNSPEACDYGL
pPAFAH FP inh: inhibitors of human plasma PAF acetylhydrolase (pPAFAH). inhibition, % at 3.39 µM. recombinant pPAFAH, FP-rhodamine probe fluorescence polarization. AID 463082. Q13093. 330,000 tested, 1.5% active;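 active = inhibition above the mean inhibition across the screen plus 3 SD, cut at about 25% in these data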;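 note: inhibitors block binding of the rhodamine activity-based probe so polarization drops; 0% = enzyme with DMSO and 100% = wells lacking pPAFAH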
PAFAH2 FP inh: inhibitors of human PAFAH2; recombinant PAFAH2, FP-rhodamine activity probe, fluorescence polarization; inhibition, % at 3.39 µM; 340,000 tested, 0.99% active;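 active = inhibition above the mean over all tested compounds plus 3 SD, cut at about 30% in these data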;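 note: inhibitors block probe labeling of enzyme so polarization drops; 0% = enzyme with DMSO and 100% = wells lacking PAFAH2 protein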
PME-1 inh: PME-1 (human) inhibition; Q9Y570; recombinant PME-1, FP-Rh probe fluorescence polarization; inhibition, % at 5.9 µM; 320,000 tested, 0.53% active;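 active = inhibition above the campaign mean of all compounds plus 3 SD, cut at about 26% in these data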;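 note: competitive labeling of PME-1 active site by serine hydrolase directed probe; 0% = PME-1 with DMSO and 100% = wells lacking PME-1 enzyme; inhibitors block probe labeling so polarization falls and inhibition rises; many of its hits are not listed in these tables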
PAD4 FP inh: blocks human protein arginine deiminase 4. recombinant PAD4, RCA probe fluorescence polarization. 330,000 tested, 0.41% active. inhibition, % at 6.36 µM. Q9UM07;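 active = percent inhibition above a cutoff equal to the mean of all tested compounds plus 3 SD, cut at about 15% in these data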;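 note: 0% = PAD4 with RCA probe and DMSO and 100% = probe without PAD4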
PAFAH1B2 FP inh: PAFAH1B2 (human) inhibition. inhibition, % at 3.39 µM. 340,000 tested, 1.2% active. recombinant PAFAH1B2, FP-rhodamine activity probe, fluorescence polarization. P68402;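 active = inhibition above the mean of all tested compounds plus 3 SD, cut at about 24% in these data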;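 note: 0% = enzyme with DMSO and 100% = wells lacking PAFAH1B2; many of its hits are not listed in these tables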
Target sequence (P68402 whole entry, looked up): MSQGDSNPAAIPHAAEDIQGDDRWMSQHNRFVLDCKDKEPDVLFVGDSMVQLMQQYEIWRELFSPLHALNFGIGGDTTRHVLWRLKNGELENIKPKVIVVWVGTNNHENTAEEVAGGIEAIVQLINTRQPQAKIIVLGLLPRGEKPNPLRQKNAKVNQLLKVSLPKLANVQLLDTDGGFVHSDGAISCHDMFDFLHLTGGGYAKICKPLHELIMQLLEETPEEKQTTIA
PAFAH1B3 inh: blocks human PAF acetylhydrolase 1B catalytic subunit 3; Q15102; recombinant PAFAH1B3, FP-rhodamine probe, fluorescence polarization; inhibition, % at 3.39 µM; 340,000 tested, 0.28% active;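 active = inhibition above the screen-wide average of all tested compounds plus 3 SD, cut at about 25% in these data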;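 note: 0% = enzyme with DMSO only and 100% = wells lacking PAFAH1B3 protein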
An asterisk follows results filed as active; / = not tested or not shown; & = joins results of further samples.

Molecule	Fam108B inh	LYPLA1 inh	GSTO1 inh	pPAFAH FP inh	PAFAH2 FP inh	PME-1 inh	PAD4 FP inh	PAFAH1B2 FP inh	PAFAH1B3 inh
CCn1nc(C)cc1C(=O)N1CCCC(C(=O)c2cccc(OC)c2)C1 (stereo not drawn)	2	-4	1	1	-1	-5	0	-1	2
Cc1ccc(NC(=O)CN(C)C(=O)Cn2nnc(-c3ccccc3)n2)cc1	-2	0	1	3	1	0	1	7	-6
CCN(CC)S(=O)(=O)c1cc(C(=O)Nc2ccccc2[N+](=O)[O-])ccc1Cl	2	-2	4	4	-7	-1	1	2	4
O=c1[nH]cc(O)c(=O)[nH]1	0	0	16	5	-6	-3	-2	-1	3
CCCCCCCCCCOC(=O)Cn1c(COc2ccc(OC)cc2)[n+](C)c2ccccc21	-4&-1	1&-1	6&6	7&12	8&2	-2&0	-2&-7	4&1	-9&8
CCOC(=O)c1sc(=S)n(C)c1NC(=O)c1ccc(OC)cc1	2	-2	6	-2	8	-1	-3	0	4
Cc1ccccc1NS(=O)(=O)c1cc(C(=O)N2CCCC2)ccc1C	2	-2	7	3	5	-4	1	-4	1
CCCCCCSc1ccc([C@H]2N[C@@](Cc3ccccc3)(C(=O)OC)[C@H]3C(=O)N(CC)C(=O)[C@@H]23)cc1	-4	-4	1	6	2	-3	1	0	-3
CC(C)OCCOc1ccc2oc(-c3ccco3)cc(=O)c2c1	2	-2	-7	4	-2	-1	4	8	2
Cc1ccc(S(=O)(=O)N2CCN(Cc3nc4ccccc4n3C)CC2)cc1	0	0	6	0	5	5	2	5	-7
COc1ccc(OC)c(S(=O)(=O)N2CCCC(C)C2)c1 (stereo not drawn)	-1	1	6	5	2	2	-5	2	-4
COc1ccc(C2NCCc3cc(OC)c(OC)cc32)cc1OC (stereo not drawn)	4	3	1	1	-3	1	3	6	3
Cc1ccc2nc(-c3ccc(NS(=O)(=O)c4ccc(F)cc4)cc3)sc2c1	-21	-28	-15	23	-4	-33	-5	-4	-5
C=CCSc1nc2c(sc3nc(C)cc(C)c32)c(=O)[nH]1	-2	-2	-6	8	11	0	-4	4	5
c1ccc(-c2noc(CSc3nnc(Cc4cccs4)n3-c3ccccc3)n2)cc1	0	1	20	19	-4	12	-3	5	0
O=C(Nc1cccnc1)C1OCCc2ccccc21 (stereo not drawn)	-3	0	1	-2	4	-1	-2	3	9

Two entries from above, as labelled records:
molecule: C=CCSc1nc2c(sc3nc(C)cc(C)c32)c(=O)[nH]1
  Fam108B inh: -2	LYPLA1 inh: -2	GSTO1 inh: -6	pPAFAH FP inh: 8	PAFAH2 FP inh: 11	PME-1 inh: 0	PAD4 FP inh: -4	PAFAH1B2 FP inh: 4	PAFAH1B3 inh: 5

molecule: COc1ccc(C2NCCc3cc(OC)c(OC)cc32)cc1OC (stereo not drawn)
  Fam108B inh: 4	LYPLA1 inh: 3	GSTO1 inh: 1	pPAFAH FP inh: 1	PAFAH2 FP inh: -3	PME-1 inh: 1	PAD4 FP inh: 3	PAFAH1B2 FP inh: 6	PAFAH1B3 inh: 3

Of the compounds above, 4 have two or more sulfur atoms.
Molecule	Fam108B inh	LYPLA1 inh	GSTO1 inh	pPAFAH FP inh	PAFAH2 FP inh	PME-1 inh	PAD4 FP inh	PAFAH1B2 FP inh	PAFAH1B3 inh
CCOC(=O)c1sc(=S)n(C)c1NC(=O)c1ccc(OC)cc1	2	-2	6	-2	8	-1	-3	0	4
Cc1ccc2nc(-c3ccc(NS(=O)(=O)c4ccc(F)cc4)cc3)sc2c1	-21	-28	-15	23	-4	-33	-5	-4	-5
C=CCSc1nc2c(sc3nc(C)cc(C)c32)c(=O)[nH]1	-2	-2	-6	8	11	0	-4	4	5
c1ccc(-c2noc(CSc3nnc(Cc4cccs4)n3-c3ccccc3)n2)cc1	0	1	20	19	-4	12	-3	5	0

(more compounds)
Molecule	Fam108B inh	LYPLA1 inh	GSTO1 inh	pPAFAH FP inh	PAFAH2 FP inh	PME-1 inh	PAD4 FP inh	PAFAH1B2 FP inh	PAFAH1B3 inh
NC(=O)c1ccc[n+](Cc2ccc(-c3ccccc3)cc2)c1	4	1	4	6	-2	2	1	-1	5
CCC(C)NCCOc1ccc(Br)cc1 (stereo not drawn)	-2	-1	0	-1	1	1	3	1	5
CCOc1ccc(C2CC(c3cccc(OC)c3)Nc3nc(N)nn32)cc1 (stereo not drawn)	-5	0	4	-2	1	-6	-4	-2	6
O=C(c1cccc(S(=O)(=O)N2CCCC2)c1)N1CCN(c2ccccc2F)CC1	0	-1	-3	5	11	4	-3	1	-6
CCN(CC(=O)NCc1cccs1)C(=O)c1ccc([N+](=O)[O-])o1	-2	0	-7	4	2	0	-1	7	6
CC1CCN(S(=O)(=O)c2ccc(NC(=O)[C@@H]3CCCN3C(=O)c3cccs3)cc2)CC1	/	-2	/	25*	1	8	-2	37*	-6
O=C(N/C(=C/c1ccco1)C(=O)N1CCCC1)c1cccs1	3	0	-3	3	3	1	-1	-2	3
CCCCNC(=O)Cc1ccc(C)cc1	2	2	1	2	1	0	-1	4	3
COc1cccc(/C=N\NC(=O)C2C(=O)NCC2c2ccccc2)c1O (stereo not drawn)	-3	0	3	3	0	0	-7	4	7
N#Cc1cc(N)ccc1-n1cccc1	0	3	7	2	3	4	-7	4	6
COc1cccc(N2CCN(c3nc(C)cc(C)c3C#N)CC2)c1	2	0	-2	6	3	4	2	4	1
O=C(CNC(=O)N1CC(=O)Nc2ccccc21)Nc1ccccc1F	-2	0	-7	2	3	5	2	10	12

Screening results from PubChem BioAssay.

An excerpt; rates above refer to the full screens.
